HKDC1 inh: inhibitors of human hexokinase HKDC1; recombinant HKDC1, G6PDH/diaphorase resazurin coupled fluorescence; 0.16% of 340,000 active; inhibition, % at 20 µM; Q2TB90; AID 493160;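 active means inhibition above about 35% when tested at 20 µM, limit read from the data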;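 further: plate controls were DMSO wells with enzyme for no effect and DMSO wells lacking enzyme for full effect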
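Material: recombinant HKDC1 hexokinase; Amount: HKDC1 at 5 µg/mL; Medium: Tris pH 8.0 buffer with MgCl2, Tween-20, BSA, BME; Schedule: 90 min reaction incubation at room temperature, dark; Technique: coupled resazurin fluorescence, excitation 525 nm, emission 613 nm.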
Apaf1 inhib: blocks human Apaf-1 apoptosome activity; reconstituted apoptosome caspase-3 activity, DEVD-Rh110 fluorescence; O14727; inhibition, % at 20 µM; AID 489030; 0.71% of 330,000 active; active means inhibition of at least 40% at 20 µM;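 further: plate controls were DMSO wells for no effect and DEVD-CHO caspase inhibitor wells for full effect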
Target sequence (O14727 whole entry, looked up): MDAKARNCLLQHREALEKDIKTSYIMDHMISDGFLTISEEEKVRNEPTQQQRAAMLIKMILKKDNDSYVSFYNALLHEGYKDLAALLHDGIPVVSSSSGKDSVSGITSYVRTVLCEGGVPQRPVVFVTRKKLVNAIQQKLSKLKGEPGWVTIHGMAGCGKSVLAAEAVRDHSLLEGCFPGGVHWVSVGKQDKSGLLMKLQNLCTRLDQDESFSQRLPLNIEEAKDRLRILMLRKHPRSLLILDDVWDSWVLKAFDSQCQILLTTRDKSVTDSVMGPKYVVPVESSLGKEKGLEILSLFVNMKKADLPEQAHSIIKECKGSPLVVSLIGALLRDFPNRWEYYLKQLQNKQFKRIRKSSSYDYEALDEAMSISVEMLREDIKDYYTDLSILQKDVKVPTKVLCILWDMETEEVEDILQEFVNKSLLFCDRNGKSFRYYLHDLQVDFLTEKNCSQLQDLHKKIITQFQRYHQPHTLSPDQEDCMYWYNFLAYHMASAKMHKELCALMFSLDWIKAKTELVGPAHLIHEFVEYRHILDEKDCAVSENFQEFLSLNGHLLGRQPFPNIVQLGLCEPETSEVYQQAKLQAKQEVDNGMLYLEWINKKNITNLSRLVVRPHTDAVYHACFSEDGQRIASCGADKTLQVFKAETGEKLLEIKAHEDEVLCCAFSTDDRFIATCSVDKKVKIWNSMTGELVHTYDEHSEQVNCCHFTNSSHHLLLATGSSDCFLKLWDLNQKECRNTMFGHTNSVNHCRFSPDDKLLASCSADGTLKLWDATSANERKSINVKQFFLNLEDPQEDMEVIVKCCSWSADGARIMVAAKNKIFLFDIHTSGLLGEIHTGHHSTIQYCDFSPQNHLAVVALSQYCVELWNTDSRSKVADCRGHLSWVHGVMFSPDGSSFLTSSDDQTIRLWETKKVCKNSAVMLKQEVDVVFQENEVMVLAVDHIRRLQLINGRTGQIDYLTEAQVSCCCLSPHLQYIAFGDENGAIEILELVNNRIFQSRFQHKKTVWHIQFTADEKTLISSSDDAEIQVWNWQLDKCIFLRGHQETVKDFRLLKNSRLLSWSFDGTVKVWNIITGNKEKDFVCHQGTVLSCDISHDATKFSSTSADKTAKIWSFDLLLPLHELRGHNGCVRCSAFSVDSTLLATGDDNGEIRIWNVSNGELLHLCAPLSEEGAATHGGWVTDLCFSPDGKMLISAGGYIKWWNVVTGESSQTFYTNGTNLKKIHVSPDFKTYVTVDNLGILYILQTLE
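System: reconstituted apoptosome with Apaf-1, cytochrome c, caspase-9, procaspase-3, dATP; Signal: Rh110 fluorescence intensity; Schedule: 30 min compound preincubation, 50 min activation, room temperature; Reagent: cytochrome c trigger plus (Z-DEVD)2-Rh110 caspase-3 substrate.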
Gli-Sufu antag: antagonists of Gli-Sufu signaling; Sufu-KO-LIGHT fibroblasts, Gli luciferase reporter luminescence; inhibition, % at 5 µM; 0.74% of 340,000 active; AID 588413;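 active means inhibition above about 55%, limit read from the data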;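 further: 0% = DMSO-treated cells and 100% = wells with medium but no cells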
Jurkat NFkB inh: lowers PMA/ionomycin-induced NF-kB signal in Jurkat cells. PMA/ionomycin-induced NF-kB luciferase reporter, luminescence. inhibition, % at 4 µM. 0.53% of 330,000 active. AID 435003
SENP7 block: SENP7 protease inhibition; Q9BQF6; recombinant SENP7, Z-RLRGG-aminoluciferin luminescence, 40 min; inhibition, % at 5 µM; 1.5% of 330,000 active; AID 434973;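 active means inhibition above about 50% at the single test dose, limit read from the data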;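 further: plate controls were DMSO with enzyme for no effect and no enzyme buffer wells for full effect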
UBC13 inh: human UBC13 polyubiquitination inhibition; AID 485273; P61088; 0.47% of 330,000 active; inhibition, % at 20 µM; UBC13 polyubiquitin chain formation, TR-FRET; in the data active means inhibition above about 45%, passing the limit was not always enough; inconclusive means no clear call, values can overlap the other calls
697 NFkB inh: inhibitors of the PMA/ionomycin-induced NF-kB reporter in 697 B cells | 697 B-cell NF-kB luciferase reporter, 16 h | inhibition, % at 4 µM | 0.33% of 330,000 active | AID 435022; in the data active means inhibition above about 35%
SENP8 inh: SENP8 protease inhibition | Q96LD8 | purified SENP8, Z-RLRGG-aminoluciferin cleavage, luminescence | inhibition, % at 10 µM | 1.2% of 330,000 active
* marks the source's active call; other numbers are inactive results; ? = inconclusive. Unless noted, no stated cut-off is given here; in the data, active means inhibition above about 50%; inactive means the rest.

SMILES	HKDC1 inh	Apaf1 inhib	Gli-Sufu antag	Jurkat NFkB inh	SENP7 block	UBC13 inh	697 NFkB inh	SENP8 inh
O=C(NCCc1csc(-c2cccnc2)n1)c1ccc(Cl)cc1	-5	-6	1	10	4	4	2	13
Cc1ccc(S(=O)(=O)N2CCC(C(=O)OCc3ccccc3)CC2)cc1C	-1	18	0	-12	-9	-4	-11	-5
Cc1ccccc1NC(=O)CSc1nc(N)c(C#N)cc1C#N	-3	-12	-1	-6	9	9	5	7
COc1ccccc1N1CCN(C(=O)N2CCOCC2)CC1	-5	-5	-1	8	-3	3	-5	-2
O=C(CSc1nnnn1-c1ccccc1)Nc1ncc(Cc2cccc(Cl)c2Cl)s1	-8	4	5	-15	-3	-23	-8	-7
Cc1sc(NC(=O)COc2cccc(-n3cnnn3)c2)c(C#N)c1C	-5	10	1	2	-1	7	6	-5
COC(=O)n1c(=O)oc2ccc(S(=O)(=O)N3CCCCC3)cc21	-2	-2	9	-7	6	-7	9	3
COc1cc(OC)c(C2CC(=O)N3CN(c4ccccc4)CSC3=C2C#N)cc1OC (configuration not stated)	5	6	-2	9	8	-4	21	1
Cn1c(=O)[nH]c(=O)c2c1nc(N1CCOCC1)n2CC(O)COc1ccccc1 (configuration not stated)	-2	-7	-1	12	5	1	8	6
Cc1cc([N+](=O)[O-])ccc1NC(=O)Nc1ccccc1F	-1	-3	7	12	7	-2	-1	6
O=C(CSc1nnc(-c2ccncc2)o1)NC1CCCCC1	14	0	3	-15	-1	-1	1	-1
CCn1cc(/C=C(\NC(=O)c2ccc(OC)c(OC)c2)C(=O)NCCCN2CCOCC2)c2ccccc21	2	2	-17	-9	8	-6	19	-2
Cc1ccc(NC(=O)CN2C(=O)NC3(CCCC3)C2=O)nc1	-8	2	-4	-2	6	0	1	4
CCOc1nc(NCCN2CCOCC2)nc(NC(C)C)n1	-7	0	-6	2	-1	-8	-31	0
CN(C(=O)CSc1nc(C2CC2)nc2ccccc12)c1nc(-c2ccccc2)cs1	5	3	8	-17	-6	-2	-34	-5
C=CCNC(=O)CN1CCC(O)(c2ccc(F)cc2)CC1	-5	-3	1	-3	-1	6	26	-3
COc1cc(=O)n(C)c2c(O)cccc12	13	1	5	21	-1	19	2	-5
COc1ccc(CN2CCn3ncc(C(=O)Nc4cccc(C)c4)c3C2=O)cc1	-1	-5	0	-6	-10	0	11	-3
CC1CN(C(=O)COC(=O)c2ccccc2O)CC(C)O1 (configuration not stated)	-4	0	-8	-4	4	10	-3	10
COc1cc(OC)c(C(=O)OCC(=O)NCCC2=CCCCC2)cc1OC	-2	-7	-7	2	12	-6	-31	-17
CSc1nc2sc3c(c2c2nncn12)CCC3	-3	-2	18	5	2	-7	29	7
OC(COc1ccc(Cl)cc1)CN1CCN(c2ccccc2)CC1 (configuration not stated)	-5	3	8	0	3	-1	-11	-2
Cc1sc(NC(=O)c2ccco2)c(C(c2ccc(F)cc2)N2CCN(C)CC2)c1C (configuration not stated)	5	9	10	-9	-4	4	-24	-11
O=c1c(-c2ccc(O)cc2)coc2cc(O)cc(O)c12	-4	6	-86	-63	-7	7	-175	-14
CN(C)c1ccc(C=Nc2cnn(C)c2C(N)=O)cc1	2	-9	-9	-19	77*	-1	-4	68*

Looked up above:
C=CCNC(=O)CN1CCC(O)(c2ccc(F)cc2)CC1 | UBC13 inh = 6
CCn1cc(/C=C(\NC(=O)c2ccc(OC)c(OC)c2)C(=O)NCCCN2CCOCC2)c2ccccc21 | SENP8 inh = -2

The list continues.
SMILES	HKDC1 inh	Apaf1 inhib	Gli-Sufu antag	Jurkat NFkB inh	SENP7 block	UBC13 inh	697 NFkB inh	SENP8 inh
CC(OC(=O)c1ccccc1C(=O)N(C)Cc1ccccc1)C(=O)NC1(C#N)CCCCC1 (configuration not stated)	-5	7	-2	-3	1	0	18	7
CCCCCn1cnc2sc(CC)cc2c1=O	-10	12	-85	-64	-3	-6	-99	-11
O=C(Nc1ccccc1)c1cc2c(=O)c3ccccc3oc2nc1C(F)(F)F	-6	1	3	2	4	-3	17	5
O=C(CNC(=O)c1ccc(Cl)cc1Cl)NCC(=O)Nc1ccccc1N1CCOCC1	-6	2	-3	-9	1	0	6	9
O=C(Nc1ccccc1)NC1(C(=O)N2CCN(C(=O)c3ccco3)CC2)CCCCC1	-4	-4	-5	4	-4	0	26	1
CCOc1ccc(-c2cc(C(=O)N/N=C/c3cccnc3)c3ccccc3n2)cc1	2	29	-43	58*	-5	11	-393	-8
O=C(NNC(=O)C1C2C=CC(C2)C1C(=O)O)c1ccccc1 (configuration not stated)	-3	1	-15	-2	4	0	-3	-1
CCC1(C)Cc2ccccc2-c2nc3n(c(=O)c21)CCS3 (configuration not stated)	2	6	7	-15	-6	30	-15	-2
CC(C)C(OC(=O)c1cccs1)C(=O)NCCc1ccccc1 (configuration not stated)	-3	6	6	-4	-1	4	4	1
COc1cc(C(=O)NCC2CCCO2)ccc1OCc1ccccc1Cl (configuration not stated)	-3	16	-10	2	-5	-1	-12	-16
C[C@H](CO)N1C[C@H](C)[C@@H](CN(C)Cc2ccc(C(=O)O)cc2)Oc2c(NC(=O)C3CC3)cccc2C1=O	-5	-4	-3	19	2	8	9	-2
COc1ccccc1-c1cc(C(F)(F)F)nc(N2CCCCC2)n1	-4	-3	-4	-2	-3	?	5	1
COc1ccc(C(=O)OCC(=O)Nc2cc(C)c(C)cc2[N+](=O)[O-])cc1	-8	-2	-11	10	2	-8	10	2
Cc1cnc(C)c(N2CCN(Cc3nc(-c4ccccc4)no3)CC2)n1	-4	5	12	0	-5	-2	17	-8
CCOC(=O)C1CCCN(c2nc3ccccc3nc2C(C#N)C(=O)OCCOC)C1 (configuration not stated)	-2	23	1	-4	2	-6	7	1
CN(C(=O)CCCN1CCCC1=O)C1CCCN(Cc2ccccc2F)C1 (configuration not stated)	-5	-9	3	4	1	-1	-6	0
COc1cccc(N2CC(=O)Nc3c(oc4nc(-c5ccccc5)cc(C)c34)C2=O)c1	-5	-7	9	2	7	9	19	5
Cc1cccc(/C=N/n2c(C3CCCCC3)n[nH]c2=S)c1	-1	14	2	-3	4	3	10	3
CC(C)CCSc1nc(N2CCOCC2)c2c(c1C#N)CC(C)(C)OC2	1	16	26	-9	8	22	-3	2
COc1ccccc1-c1coc2cc(OC(=O)/C=C/c3ccccc3)ccc2c1=O	-7	11	-9	-3	4	4	-6	-9
CCOC(=O)c1ccc(NC(=O)C2CCN(S(=O)(=O)c3ccccc3)CC2)cc1	6	16	2	-5	1	7	6	1
CCCCNC(=O)Cc1ccc(C)cc1	6	-6	-13	-3	1	9	26	-4
CCCc1nn(C)c(C(=O)Nc2ccc(C)c(C)c2)c1Cl	2	22	-48	-52	4	-5	-73	3
CC(=O)Nc1ccc(NC(=O)C(C)OC(=O)c2cccc(S(=O)(=O)N3CCCCC3)c2)cc1 (configuration not stated)	-2	3	2	13	2	-15	-21	7
NC(=O)c1nn(-c2ccccc2)nc1NC(=O)CN1CCOCC1	-7	-9	-1	-4	6	14	26	11

Limited to Jurkat NFkB inh and HKDC1 inh (4 entries from above):
SMILES | Jurkat NFkB inh | HKDC1 inh
COc1cc(C(=O)NCC2CCCO2)ccc1OCc1ccccc1Cl (configuration not stated) | 2 | -3
C[C@H](CO)N1C[C@H](C)[C@@H](CN(C)Cc2ccc(C(=O)O)cc2)Oc2c(NC(=O)C3CC3)cccc2C1=O | 19 | -5
COc1ccccc1-c1cc(C(F)(F)F)nc(N2CCCCC2)n1 | -2 | -4
COc1ccc(C(=O)OCC(=O)Nc2cc(C)c(C)cc2[N+](=O)[O-])cc1 | 10 | -8

(continued)
SMILES	HKDC1 inh	Apaf1 inhib	Gli-Sufu antag	Jurkat NFkB inh	SENP7 block	UBC13 inh	697 NFkB inh	SENP8 inh
Cc1ccc(NCc2ccco2)cc1C	1	-1	-12	-5	7	-3	-3	-5
CC1CC1C(=O)OCC(=O)Nc1ncc(Cl)cc1Cl (configuration not stated)	-8	0	-9	5	1	-8	7	9
Clc1cccc(Cl)c1CSc1nnc2ccccn12	-15	-1	-21	29	2	4	-49	-6
CCCn1c(SCC(=O)c2ccc(CC)cc2)n[nH]c1=O	-4	14	-15	-20	6	2	-5	3
CC(CCC(=O)O)C1CC[C@@]2(C)C3C(=O)CC4C(C)(C)C(O)CC[C@]4(C)C3C(=O)C[C@]12C (some centres not stated)	-1	1	4	16	1	-11	-9	2
O=c1oc2ccccc2cc1-c1ccc(O)cc1O	12	3	-9	-4	8	2	-13	-1
CC1CN(C(=O)COC(=O)c2c(Cl)cccc2Cl)CC(C)O1 (configuration not stated)	-10	-3	-3	-5	8	-1	12	-4
COCCNC(=O)/C(C#N)=C/c1c(N2CCN(c3cccc(Cl)c3)CC2)nc2c(C)cccn2c1=O	-2	34	17	-2	-2	11	-7	3
COc1ccccc1N1CCN(C(c2cccs2)C(C)NC(=O)c2ccncc2)CC1 (configuration not stated)	-7	6	9	14	2	3	4	3
COCCN(C(=O)COC(=O)CSc1ccc(Cl)cc1)c1c(N)n(Cc2ccccc2)c(=O)[nH]c1=O	-3	13	-5	9	-4	2	-4	-10
Cc1ccc(C(=O)NCCN(C)C)cc1C	1	1	1	-6	-3	1	3	0
CCOc1ccc(C(=O)N2CCN(Cc3ccccc3)CC2)cc1	-10	-3	-3	7	1	3	-6	4

Part of the list above, reformatted:
| Structure | HKDC1 inh | Apaf1 inhib | Gli-Sufu antag | Jurkat NFkB inh | SENP7 block | UBC13 inh | 697 NFkB inh | SENP8 inh |
| --- | --- | --- | --- | --- | --- | --- | --- | --- |
| COCCNC(=O)/C(C#N)=C/c1c(N2CCN(c3cccc(Cl)c3)CC2)nc2c(C)cccn2c1=O | -2 | 34 | 17 | -2 | -2 | 11 | -7 | 3 |
| CC1CC1C(=O)OCC(=O)Nc1ncc(Cl)cc1Cl (configuration not stated) | -8 | 0 | -9 | 5 | 1 | -8 | 7 | 9 |
| Cc1ccc(NCc2ccco2)cc1C | 1 | -1 | -12 | -5 | 7 | -3 | -3 | -5 |
| CCOc1ccc(C(=O)N2CCN(Cc3ccccc3)CC2)cc1 | -10 | -3 | -3 | 7 | 1 | 3 | -6 | 4 |
| O=c1oc2ccccc2cc1-c1ccc(O)cc1O | 12 | 3 | -9 | -4 | 8 | 2 | -13 | -1 |

Compound activity as filed in PubChem BioAssay.

This is a random part of the collection; about 3.6% have a hit in one of these screens.
